Screening results as filed in PubChem.
12-LOX inh = Primary qHTS assay for inhibitors of human arachidonate 12S-lipoxygenase (ALOX12): Round 2; 580,000 tested, 1.1% active; AID 1671190, 2021; purified 12hLO, xylenol orange hydroperoxide absorbance; Polyunsaturated fatty acid lipoxygenase ALOX12 (Homo sapiens), P18054; Potency, µM (highest dose often 108 µM), for inactives: at the highest dose activity change, negative = inhibition, actives largely listed as inhibitors; note: % is set by controls: 0 for no effect and ±100 for the full control effect
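Hydroperoxide product was detected by ferrous iron/xylenol orange as the 573 to 405 nm absorbance ratio. Arachidonic acid at 40 uM (final) was turned over for 30 min at room temperature by 150 nM human 12hLO, pH 7.0 Hepes buffer, after 15 min compound preincubation.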
JMJD2A Tudor = qHTS Assay for Inhibitors of JMJD2A-Tudor Domain | AID 504339, 2011 | AlphaScreen JMJD2A-Tudor / H3K4me3 peptide binding | Lysine-specific demethylase 4A (Homo sapiens), O75164 | Potency, µM (top dose mostly 114 µM), for the others: at the highest dose activity change, negative = inhibition, most hits filed as inhibitors | 390,000 tested, 4.4% active; note: % is set by controls: 0 for no effect and ±100 for the full control effect; nearly all actives have a fitted effect of over 50% in size
ERG-DNA inh = qHTS for Small Molecule Inhibitors of the ERG Ets/DNA interaction. AID 624246, 2012. fluorescence polarization, His-ERG Ets domain / labelled DNA. 370,000 tested, 0.028% active. Transcriptional regulator ERG (Homo sapiens), P11308. Potency, µM (top dose mostly 76.9 µM), inactives show top-dose FP activity, negative = inhibition, hits mostly inhibitors; active = well fitted inhibition curve with a large enough effect in the polarisation, with a control signal flat; inconclusive = small, poorly fitted or top-dose-only effect, or effect the other way, or a change in a side signal; inactive = no such curve, though single readings can be large or run the other way; the % refers to the polarisation;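 note: polarization taken with two DNA probes labelled with fluorescein and Texas red; % of control where 0% means no effect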
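His-tagged ERG Ets domain (1 uM in the protein solution; 300mM KCl, 50mM Tris-HCl, 1mM EDTA, 1mM DTT, pH 7.5) received compound, then a probe mix of 5 nM fluorescein-DNA and 100nM Texas-615-DNA. Fluorescence polarization was read for both dyes.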
Tb PGK inh = qHTS Assay to Find Inhibitors of Phosphoglycerate Kinase | Phosphoglycerate kinase, glycosomal (Trypanosoma brucei brucei), P07378 | PGK/GAPDH coupled, Kinase-Glo luminescence, 60 min | Potency, µM (highest dose often 57.5 µM), for inactives: at the highest dose activity change, negative = inhibition, most hits filed as inhibitors | 380,000 tested, 0.043% active; note: % is set by controls: 0 for no effect and ±100 for the full control effect; nearly all actives have a fitted effect of over 60% in size
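Luminescent ATP detection (Kinase-Glo Plus) follows a 60-minute room-temperature incubation, with wells lacking PGK as controls. Buffer: 100 mM TEA (pH 7.6), 5 mM MgCl2, 0.01% Tween-20. Coupling enzyme GAPDH (100 nM final) supplies unstable 1,3-BPG in-well.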
HP1b binding inh = HTS for Inhibitors of HP1-beta Chromodomain Interactions with Methylated Histone Tails; AlphaScreen HP1-beta / biotin-H3K9me3 peptide binding; AID 540317, 2011; Chromobox protein homolog 1 (Homo sapiens), P83916; Potency, µM (doses to about 114 µM), for the others: at the highest dose activity change, negative = inhibition, usual class: inhibitors; 390,000 tested, 0.56% active; note: nearly all actives have a fitted effect of over 70% in size; inactives centre near 23
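HP1-beta protein (50 nM final) preincubated 30 min at room temperature with biotinylated H3(1-18)K9me3 peptide (50 nM) in PBS pH 7.4, 0.01% Tween-20, then compound added for 30 min. AlphaScreen streptavidin donor/nickel chelate acceptor beads (10 ug/mL final), 30 min dark, luminescence read.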
GLS inh = qHTS for Inhibitors of Glutaminase (GLS). Glutaminase kidney isoform, mitochondrial (Homo sapiens), O94925. GLS enzymatic activity, qHTS titration. Potency, µM (series often up to 45.5 µM), without a hit: top-dose activity change, negative = inhibition, most hits filed as inhibitors. 410,000 tested, 0.21% active. AID 624170, 2012; note: % is set by controls: 0 for no effect and ±100 for the full control effect
Target sequence (O94925 whole entry, looked up, canonical isoform): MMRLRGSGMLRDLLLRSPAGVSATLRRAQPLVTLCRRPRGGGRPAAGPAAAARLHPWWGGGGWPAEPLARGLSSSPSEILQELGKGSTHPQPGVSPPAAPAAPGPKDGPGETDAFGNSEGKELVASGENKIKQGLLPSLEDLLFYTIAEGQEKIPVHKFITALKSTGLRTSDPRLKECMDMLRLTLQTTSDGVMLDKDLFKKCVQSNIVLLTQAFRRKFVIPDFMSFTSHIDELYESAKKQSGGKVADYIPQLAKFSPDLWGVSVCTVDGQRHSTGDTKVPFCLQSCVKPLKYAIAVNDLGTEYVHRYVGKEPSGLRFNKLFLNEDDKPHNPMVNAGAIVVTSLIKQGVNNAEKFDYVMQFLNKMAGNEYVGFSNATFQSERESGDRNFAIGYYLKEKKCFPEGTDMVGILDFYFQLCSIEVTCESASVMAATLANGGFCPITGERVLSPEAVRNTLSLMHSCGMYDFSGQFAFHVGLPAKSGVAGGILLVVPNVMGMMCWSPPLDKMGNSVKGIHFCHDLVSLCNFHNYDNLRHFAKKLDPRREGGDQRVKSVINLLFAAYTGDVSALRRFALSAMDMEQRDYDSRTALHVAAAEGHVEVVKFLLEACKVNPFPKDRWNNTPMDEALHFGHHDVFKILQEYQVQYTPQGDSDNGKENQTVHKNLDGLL
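Read-out is an Amplex red fluorescence increase coupled through glutamate oxidase and HRP, measured before and after 30 min room-temperature incubation. hKGA is in 45 mM KH2PO4 (pH 8.2) with 0.02% Tween-20; glutamine added as 1mM solution.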
Pin1 inh = qHTS Assay to Find Inhibitors of Pin1; Pin1 FP peptide displacement, HiFluor488, 10 min; Potency, µM (doses to about 115 µM), for the others: at the highest dose activity, negative = inhibition, actives largely listed as inhibitors; 390,000 tested, 0.009% active; active = well fitted inhibition curve with a large enough effect in the polarisation, with a control signal flat, not every such curve was filed as active; inconclusive = small, poorly fitted or top-dose-only effect, or effect the other way, or a change in a side signal; inactive = no such curve, though single readings can be large or run the other way; the % refers to the polarisation; note: % is set by controls: 0 for no effect and ±100 for the full control effect
Target sequence (Q13526 whole entry, looked up): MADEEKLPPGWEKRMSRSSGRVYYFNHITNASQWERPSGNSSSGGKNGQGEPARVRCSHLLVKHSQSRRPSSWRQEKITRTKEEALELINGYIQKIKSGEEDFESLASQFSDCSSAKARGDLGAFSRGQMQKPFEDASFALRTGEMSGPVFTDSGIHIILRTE
RGS4 inh = Inhibitors of Regulator of G Protein Signaling (RGS) 4: qHTS; Transcreener GDP fluorescence polarization, RGS4-accelerated GTP hydrolysis; 390,000 tested, 0.039% active; Potency, µM (titrated, usually from 114 µM), for inactives: top-dose activity change, negative = inhibition, actives largely listed as inhibitors; Regulator of G-protein signaling 4 (Homo sapiens), P49798; note: % is set by controls: 0 for no effect and ±100 for the full control effect; nearly all actives have a fitted effect of over 75% in size; some results filed as inactive show a strong effect at the top dose
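MLSMR compounds (23 nl, pin-transferred) preincubated 10 min at room temperature with a 500nM (2x) first reagent, then RGS4 at 900nM (2x) plus Transcreener GDP mix added; fluorescence polarization (620/688 nm) read before and after 90 min at 30 °C.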
TrxR1 inh = qHTS Assay for Inhibitors of Mammalian Selenoprotein Thioredoxin Reductase 1 (TrxR1): qHTS | Thioredoxin reductase 1, cytoplasmic (Rattus norvegicus), O89049 | recombinant rTrxR1, NADPH fluorescence consumption, selenite substrate | Potency, µM (series often up to 114 µM), for the others: at the highest dose activity change, negative = inhibition, most hits filed as inhibitors | 390,000 tested, 1% active; note: % is set by controls: 0 for no effect and ±100 for the full control effect; nearly all actives have a fitted effect of over 65% in size
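Rat TrxR1 (90 nM in the dispensed reagent) was pre-reduced with 400 uM NADPH for 5 min at room temperature, then incubated with compound for 15 min. After 400 uM selenite was added, NADPH fluorescence (Ex 340/Em 450 nm) was followed for 8 min.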
* hit, by the source's call; i = inactive; u = inconclusive; x = not tested or not shown; [ ] = another dose, or the depositor's remark. Unless noted, calls come from the whole dose curve; as a rule, active = well fitted curve in the direction sought with a large enough effect; inconclusive = small, poorly fitted or top-dose-only effect, or another doubt; inactive = no such curve, though single readings can be large; an effect the other way counts as inactive or inconclusive. Potency is the fitted concentration of half-maximal effect.

# | structure | 12-LOX inh | JMJD2A Tudor | ERG-DNA inh | Tb PGK inh | HP1b binding inh | GLS inh | Pin1 inh | RGS4 inh | TrxR1 inh
1 | Cc1cc(C(=O)Nc2sc3c(c2C#N)CCC(C)C3)no1 (stereo not given) | -9% | -12% | -4% | -9% | 39%[activator] | 2% | 6% | -2% | 23%
2 | COc1ccc(NC(=O)CSc2ccc(NC(C)=O)cc2)cc1S(=O)(=O)N1CCOCC1 | -3% | -14% | 1% | -3% | 11%[57 µM] | -10% | -11% | -9% | 24%[57.1 µM]
3 | CCc1ccccc1NC(=O)N1CCCc2ccccc21 | 0% | 0% | -8% | -3% | 54%[activator] | -9% | -13% | 5% | 23%
4 | COc1ccc(C2C(C#N)=C(N)Oc3n[nH]c(C)c32)cc1Cn1nnc2ccccc21 (stereo not given) | 0% | -27% | -5% | 5% | 7% | 50%[activator] | 2% | -47% | -25%
5 | O=C(CCN1C(=O)/C(=C/c2ccccc2Cl)SC1=S)Nc1cccnc1 | u | 13% | -8% | i | 49%[activator] | -14% | 3% | 0% | 27%
6 | Cc1onc(-c2ccccc2Cl)c1C(=O)NC(=S)Nc1ccccc1F | u | -4% | -14% | x | 30% | 14% | 6% | -2% | 2%
7 | OC1COC(c2ccccc2)OC1C(O)C1OC(c2ccccc2)OCC1O (stereo not given) | -3% | -14% | 11% | -8% | -12% | -16% | -1% | 3% | 25%
8 | CCOc1ccccc1NC(=O)Nc1cccc(C(C)=O)c1 | 0% | 15% | 10% | 0% | 19% | 1% | 4% | -7% | 13%
9 | CCCN1CCN(CCNC(=O)Nc2cc(C)ccc2OC)CC1 | -22% | -12% | 6% | 5% | 28% | 10% | 3% | 15% | 21%
10 | Cc1ccccc1NC(=O)c1cccc2c1C(=O)N(C1CCCCC1)C2 | 3% | -16% | -6% | i | 29% | -5% | -5% | -5% | 12%
11 | CC(=O)N1CCc2ccc(S(=O)(=O)N3CCc4ccccc43)cc21 | 82%[activator] | -1% | -4% | -10% | 28% | -2% | 0% | 10% | 15%
12 | CCOC(=O)c1c(C)n(CCNC(C)=O)c2ccc(O)cc12 | -9% | -14% | x | -5% | 16% | -26% | -1% | -14% | 4%
13 | O=C1c2ccccc2C(=O)N1CCCCSc1nnc(-c2ccc(OC(F)F)cc2)o1 | -20% | -6% | 2% | -1% | 36% | 0% | 2% | 23% | -1%
14 | CCN(CC(=O)NC1CCS(=O)(=O)C1)S(=O)(=O)c1ccc(C)c(C)c1 (stereo not given) | -16% | -5% | 6% | -9% | 17% | 16% | -5% | -19% | 8%
15 | COc1ccc(N2CCN(C(=O)CSc3nnc4c(C)cc5c(C)cc(C)cc5n34)CC2)cc1 | 3% | u | -14% | 4% | -21% | 29% | 2% | 6% | 7%

9 of the compounds above, in transposed form.
2. COc1ccc(NC(=O)CSc2ccc(NC(C)=O)cc2)cc1S(=O)(=O)N1CCOCC1
3. CCc1ccccc1NC(=O)N1CCCc2ccccc21
4. COc1ccc(C2C(C#N)=C(N)Oc3n[nH]c(C)c32)cc1Cn1nnc2ccccc21 (stereo not given)
5. O=C(CCN1C(=O)/C(=C/c2ccccc2Cl)SC1=S)Nc1cccnc1
6. Cc1onc(-c2ccccc2Cl)c1C(=O)NC(=S)Nc1ccccc1F
7. OC1COC(c2ccccc2)OC1C(O)C1OC(c2ccccc2)OCC1O (stereo not given)
8. CCOc1ccccc1NC(=O)Nc1cccc(C(C)=O)c1
9. CCCN1CCN(CCNC(=O)Nc2cc(C)ccc2OC)CC1

assay / entry,2,3,4,5,6,7,8,9
12-LOX inh,-3%,0%,0%,u,u,-3%,0%,-22%
JMJD2A Tudor,-14%,0%,-27%,13%,-4%,-14%,15%,-12%
ERG-DNA inh,1%,-8%,-5%,-8%,-14%,11%,10%,6%
Tb PGK inh,-3%,-3%,5%,i,x,-8%,0%,5%
HP1b binding inh,11%[57 µM],54%[activator],7%,49%[activator],30%,-12%,19%,28%
GLS inh,-10%,-9%,50%[activator],-14%,14%,-16%,1%,10%
Pin1 inh,-11%,-13%,2%,3%,6%,-1%,4%,3%
RGS4 inh,-9%,5%,-47%,0%,-2%,3%,-7%,15%
TrxR1 inh,24%[57.1 µM],23%,-25%,27%,2%,25%,13%,21%

10. Cc1ccccc1NC(=O)c1cccc2c1C(=O)N(C1CCCCC1)C2

assay / entry,10
12-LOX inh,3%
JMJD2A Tudor,-16%
ERG-DNA inh,-6%
Tb PGK inh,i
HP1b binding inh,29%
GLS inh,-5%
Pin1 inh,-5%
RGS4 inh,-5%
TrxR1 inh,12%

At a glance, part of the list above:
# | structure | 12-LOX inh | JMJD2A Tudor | ERG-DNA inh | Tb PGK inh | HP1b binding inh | GLS inh | Pin1 inh | RGS4 inh | TrxR1 inh
1 | Cc1cc(C(=O)Nc2sc3c(c2C#N)CCC(C)C3)no1 (stereo not given) | -9% | -12% | -4% | -9% | 39%[activator] | 2% | 6% | -2% | 23%
2 | COc1ccc(NC(=O)CSc2ccc(NC(C)=O)cc2)cc1S(=O)(=O)N1CCOCC1 | -3% | -14% | 1% | -3% | 11%[57 µM] | -10% | -11% | -9% | 24%[57.1 µM]

A portion of the library, so the mix of outcomes need not match the whole.
